TIM10 inh: growth inhibitors of TIM10 yeast strain; AID 463195; inhibition, % at 10 µM; S. cerevisiae TIM10 strain growth, BacTiter-Glo luminescence, 24 h; 1.4% of 330,000 active;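 active = inhibition of 40% or more at the single tested concentration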;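 also: wild-type TIM10 isogenic control strain grown at permissive 25 °C; 0% = DMSO yeast wells and 100% = minimal medium wells without yeast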
APJ ag: activates the human apelin receptor APJ | P35414 | CHO-K1 APJ PathHunter beta-arrestin, luminescence; 0% DMSO wells, 100% apelin | activation, % at 20 µM | 0.11% of 330,000 active | AID 2520;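 active = activation more than six SD over the plate average, tested at 20 µM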;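 also: 0% = DMSO alone and 100% = apelin-13 at 10 nM; some results filed as inactive read as strong as hits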
Target sequence (P35414 whole entry, looked up): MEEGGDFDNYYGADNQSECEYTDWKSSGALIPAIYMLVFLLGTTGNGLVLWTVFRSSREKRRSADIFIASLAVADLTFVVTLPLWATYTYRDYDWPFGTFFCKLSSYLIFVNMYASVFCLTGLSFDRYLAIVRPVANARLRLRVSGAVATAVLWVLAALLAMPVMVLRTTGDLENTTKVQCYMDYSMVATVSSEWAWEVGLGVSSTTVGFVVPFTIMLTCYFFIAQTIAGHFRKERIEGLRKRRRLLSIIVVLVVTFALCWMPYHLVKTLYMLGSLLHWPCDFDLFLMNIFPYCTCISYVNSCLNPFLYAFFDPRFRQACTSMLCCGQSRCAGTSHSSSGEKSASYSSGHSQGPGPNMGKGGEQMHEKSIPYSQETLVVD
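Test system: CHO-K1 APJ beta-arrestin complementation cell line | Compound: Single test compound dose, 20 µM final, 1% DMSO | Incubation: Compound 90 min 25 °C, reagent 1 h | Measured by: beta-gal luminescence | Read-out basis: APJ–arrestin association signal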
tim23-1 inh: growth inhibitors of tim23-1 mutant yeast. S. cerevisiae tim23-1 growth, BacTiter-Glo luminescence, 24 h. inhibition, % at 20 µM. 1.3% of 330,000 active. AID 463212;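 active = growth inhibition of the mutant yeast at or above 50%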;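 also: temperature-sensitive mutant grown at 25 °C; plate controls were DMSO-treated mutant yeast for no effect and medium wells lacking yeast for full effect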
UPR CHOP act: apoptotic UPR (CHOP) activation; CHO-CHOP luciferase reporter, luminescence; percent of tunicamycin response over DMSO baseline; activation, % at 10 µM; 0.34% of 330,000 active; AID 449763;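 active = at 10 µM dose, activation of 40% or more, normalized to positive control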;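 also: 100% = tunicamycin at 10 µg/mL and 0% = DMSO alone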
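assay system = CHO CHOP reporter cells | amount = 500 CHO-CHOP cells per well | buffer or medium = F12 with 10% FBS | incubation = 16-18 h cell attachment, then 6 h compound exposure, 37 °C | detection = luminescence read with Steady-Glo | read-out = percent activation relative to tunicamycin control | controls = tunicamycin high control, DMSO low control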
Mdm2 MdmX PPI: disrupts the human Mdm2-MdmX interaction. O15151+Q00987. SaOS-2 split-luciferase Mdm2/MdmX complementation, luminescence. inhibition, % at 8 µM. 3% of 330,000 active;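 active = inhibition of at least 50% at 8 µM in the primary screen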
APJ antagonist: antagonists of human APJ apelin receptor | inhibition, % at 20 µM | CHO-K1 APJ beta-arrestin complementation, luminescence | AID 2521 | 0.32% of 330,000 active;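 active = inhibition above about 40% at 20 µM, limit read from the data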;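 also: cells challenged with 10 nM apelin-13 agonist together with compound; plate controls were apelin-13 plus DMSO wells for no effect and DMSO wells lacking apelin-13 for full effect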
tim10-1 inh: inhibits growth of tim10-1 mutant yeast | S. cerevisiae tim10-1 ts strain growth, BacTiter-Glo, 24 h | inhibition, % at 20 µM | 2.2% of 330,000 active;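 active = inhibition of at least 40%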;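 also: mutant grown at 25 °C; 0% = DMSO wells with yeast and 100% = wells holding no yeast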
CXCR6 block: CXCR6 (human) receptor inhibition; inhibition, % at 20 µM; O00574; CHO-K1 PathHunter CXCR6 beta-arrestin, luminescence; 0.36% of 360,000 active; AID 602244; in the data active = inhibition above about 34%, passing the limit was not always enough;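 also: antagonist mode with CXCL16 agonist at 10 nM final; 0% = 10 nM CXCL16 with DMSO and 100% = unstimulated wells without agonist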
Target sequence (O00574 whole entry, looked up): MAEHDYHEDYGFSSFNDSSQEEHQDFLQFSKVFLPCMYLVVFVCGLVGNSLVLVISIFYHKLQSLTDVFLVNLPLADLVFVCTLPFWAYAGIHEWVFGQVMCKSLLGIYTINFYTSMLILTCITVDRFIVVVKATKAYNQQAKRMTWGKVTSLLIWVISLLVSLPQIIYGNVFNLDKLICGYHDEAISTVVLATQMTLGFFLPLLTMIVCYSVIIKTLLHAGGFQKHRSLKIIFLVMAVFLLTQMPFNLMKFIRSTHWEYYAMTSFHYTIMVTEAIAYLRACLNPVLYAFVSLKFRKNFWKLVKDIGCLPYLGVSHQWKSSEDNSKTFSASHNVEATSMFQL
XBP1 UPR activ: adaptive UPR (XBP1) activation. CHO-XBP1 luciferase reporter, IRE1-XBP1 UPR activation, luminescence; percent of tunicamycin response, DMSO as zero. activation, % at 20 µM. 0.33% of 330,000 active;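 active = versus positive control, 20 µM dose yields 30% or more activation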;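 also: 100% = tunicamycin at 10 µg/mL and 0% = DMSO only wells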
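Material: CHO cell line with stable XBP1 luciferase reporter; buffer or medium: F12 medium containing 10% fetal bovine serum; compound: single point, 20 µM final compound, 1% DMSO; incubation: 6 h treatment, 37 °C; measured by: glow luminescence from Steady-Glo reagent; evaluation: activation, % of tunicamycin; control set: tunicamycin high, DMSO low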
* hit, by the source's call; / = not tested or not shown.

smiles,TIM10 inh,APJ ag,tim23-1 inh,UPR CHOP act,Mdm2 MdmX PPI,APJ antagonist,tim10-1 inh,CXCR6 block,XBP1 UPR activ
CCOc1ccc(C(=O)N2CCSC2=S)cc1,19,7,51*,0.3,13,3,34,-4,-3
COC(=O)CC1C(=O)NCCN1C(=O)CSc1nc2ccccc2s1 (stereo not drawn),-16,2,5,0.3,1,-34,5,-1,0
C=CCNC(=O)CC(=O)N/N=C/c1cccs1,15,-3,4,-0.2,7,-14,10,1,-2
CCOC(=O)N1CCC(NC(=O)CSCc2nc(-c3ccc(C)cc3)oc2C)CC1,15,5,29,3.4,-4,17,25,-3,-3
COc1cccc(C(=O)NCC(=O)N/N=C/c2ccc(OC(=O)c3cccs3)c(OC)c2)c1,1,-1,6,1.6,10,2,6,6,-2
COc1ccc(/C=C/C(=O)NC(=S)Nc2cc([N+](=O)[O-])ccc2O)cc1OC,-20,-6,-20,2.4,9,42*,-30,33,2
C=CCN1C(=O)/C(=C/c2ccc(OC)cc2)S/C1=N/c1nccs1,-9,-2,-5,-0.8,-11,-3,-10,-6,3
Cc1ccccc1OCC(=O)N/N=C/c1cn(Cc2ccccc2)c2ccccc12,2,-1,-4,2.0,31,2,10,-2,-1
OC[C@@H]1CC[C@@H](Cc2ccc(-c3ccccc3)cc2)O1,20,/,53*,8.5,-43,/,30,0,3
CCCN(C(=O)Cn1c(C(F)(F)F)nc2ccccc21)C1CCS(=O)(=O)C1 (stereo not drawn),3,-3,0,-0.1,7,11,3,-5,1
O=c1cc(CSc2ccccn2)c2ccccc2[nH]1,21,2,13,0.3,-2,6,18,-2,1
O=C(CSc1nncs1)NC1CCCCCCC1,7,-4,-3,-0.1,8,11,1,4,-1
CCOC(=O)c1c(C)[nH]c(C)c1C(=O)COc1ncnc2ccccc12,-2,-1,17,-1.2,-2,4,4,3,-2
COC(=O)N1CCN(CCc2ccccc2)CC1,0,1,21,0.0,13,-4,0,3,-2
CC(C)(C)OC(=O)NCCCCC1=CC2=CC(=O)C(C)(OC(=O)c3ccco3)C(=O)C2=CO1 (stereo not drawn),-6,2,10,0.1,-35,4,22,/,0
COc1ccc(CNc2nc(SCc3cc(=O)n4cc(Cl)ccc4n3)nc3ccccc23)cc1,27,3,17,0.4,8,-24,34,12,0
CC(C)OP(=O)(OC(C)C)C(Nc1ccccc1)c1ccccc1C(F)(F)F (stereo not drawn),23,-3,47,-0.9,-13,4,8,5,-3
COc1cc(C2CC(=O)Oc3c(C(CCN4CCCC(C)C4)c4ccc(N(C)C)cc4)c(OC)cc(OC)c32)cc(OC)c1OC (stereo not drawn),2,0,1,2.4,1,-1,4,19,1
CNC(=O)C1CC(=O)N(CCc2ccc(OC)cc2)C(=Nc2ccc(OC)cc2)S1 (stereo not drawn),8,-5,14,0.7,8,6,18,7,1
Cc1ccc(NC(=S)NCCN(C2CCCCC2)C2CCCC2)cc1C,3,-4,14,-0.9,13,10,22,-4,0
O=C(CN(Cc1ccc(F)cc1)C(=O)CNS(=O)(=O)c1ccc(F)cc1)NCC1CCCO1 (stereo not drawn),7,1,8,0.1,0,-4,4,-1,1
COc1cccc(C(=O)OCCCN(C)C)c1,-14,3,12,-1.2,-3,15,7,0,-2
CC1CCCN(CCC(=O)c2ccc(Br)cc2)C1 (stereo not drawn),-3,0,1,-2.8,-4,13,6,1,0
COCc1n[nH]c(=S)n1-c1ccccc1,-1,-3,1,-1.8,-9,-11,18,-3,0
O=C1C2CC=CCC2C(=O)N1c1ccc(OCC(O)Cn2nnc3ccccc32)cc1 (stereo not drawn),12,0,-2,3.4,13,2,9,-10,-2
COC(=O)C1(C)CCC(C(=O)Nc2ccccc2)C1(C)C (stereo not drawn),27,-3,16,-0.5,13,19,15,-12,0
CN(CC(=O)Nc1ccc(Cl)c(C(F)(F)F)c1)C(=O)Cc1n[nH]c(=O)c2ccccc12,6,0,-6,0.3,20,6,-1,-4,-3
Cc1cccc(CCNC(=O)C2CCC(CNS(=O)(=O)c3cccs3)CC2)c1 (stereo not drawn),13,-1,6,0.5,15,5,12,-4,-2
Cc1csc(NC(=O)CN2C(=O)c3ccccc3S2(=O)=O)n1,14,7,10,-0.7,-3,6,2,-3,-2
N#Cc1c(NC(=O)C2CC(c3c(F)cccc3Cl)=NO2)sc2c1CCC2 (stereo not drawn),33,-3,21,0.5,2,11,12,0,0
Cc1c(C)n2c(SCC(=O)N3CCCCC3)nnc2[nH]c1=O,0,-2,3,-0.8,11,-14,2,-7,-2
O=C(NC(Cc1ccccc1)C(=O)O)/C(=C/c1ccc([N+](=O)[O-])cc1)NC(=O)c1ccccc1Br (stereo not drawn),-3,-1,1,0.3,8,-2,17,8,-3
COc1ccc(C(=O)NC(=S)Nc2ccc(CN3CCOCC3)cc2)cc1OC,15,-2,18,-0.6,17,-1,10,8,1
Nc1ccc(Nc2ccccc2N)cc1,-5,-3,26,3.3,39,-8,35,1,0
CC(=O)c1cc2c(cc1NC(=O)CSc1nc3ccccc3o1)OCO2,-5,0,0,-1.8,-41,7,5,3,4
COc1cc2c(c(OC)c1OC)C(=O)CC2,-21,3,7,-1.4,14,0,-20,-9,2

(more compounds)
Short keys – A = TIM10 inh; B = APJ ag; C = tim23-1 inh; D = UPR CHOP act; E = Mdm2 MdmX PPI; F = APJ antagonist; G = tim10-1 inh; H = CXCR6 block; I = XBP1 UPR activ
CCCNc1nc2c(c(=O)n(C)c(=O)n2C)n1Cc1ccc(F)cc1
  A: 4; B: 0; C: 18; D: 2.7; E: -6; F: 4; G: 23; H: -15; I: -3
CCOc1ccc(OCCC(=O)OC(C)C(=O)Nc2ccc(Cl)cn2)cc1 (stereo not drawn)
  A: 13; B: 0; C: 33; D: 1.1; E: 4; F: 2; G: 23; H: -4; I: -1
CCOCCn1c(CC)nc2ccccc21
  A: -1; B: -4; C: 7; D: -0.2; E: 1; F: -6; G: 12; H: 3; I: -2
CC(Oc1cccc2cccnc12)C(=O)N/N=C/c1ccccc1 (stereo not drawn)
  A: 4; B: -2; C: 27; D: -1.6; E: -18; F: -1; G: -4; H: 1; I: -5
COc1ccccc1CC(=O)Nc1ccc(S(=O)(=O)N(C)C2CCN(C)CC2)cc1
  A: -3; B: -3; C: -8; D: 0.0; E: 13; F: 0; G: -14; H: -9; I: -3
O=C(COC(=O)c1ccc(OC(F)F)cc1)Nc1cccc(S(=O)(=O)NC2=NCCC2)c1
  A: 5; B: -4; C: 10; D: -0.8; E: -13; F: 5; G: 4; H: -4; I: -3
C#CCOCCOCCOCCNc1nc(N2CCN(C(=O)[C@H](CO)n3cc([C@@H](N)C(C)C)nn3)CC2)nc(N2CCN(C(=O)[C@H](CCC(=O)O)n3cc([C@@H](N)[C@H](C)CC)nn3)CC2)n1
  A: 12; B: -1; C: -2; D: 2.4; E: 14; F: -5; G: 9; H: -2; I: 2
O=C(NCCO)C(=O)Nc1cc2c3c(c1)CCN3C(=O)CC2
  A: 10; B: -2; C: -8; D: -1.2; E: -12; F: 5; G: -2; H: 0; I: -2
COc1ccc(C(=O)Cc2cc(OC)c(OC)cc2[N+](=O)[O-])c(OC)c1
  A: -7; B: -1; C: 4; D: -1.0; E: -4; F: 22; G: -5; H: -3; I: -3
O=c1[nH]c(C2CCN(S(=O)(=O)c3cccc(C(F)(F)F)c3)CC2)nc2c1nnn2Cc1cccc(F)c1
  A: 1; B: 1; C: 19; D: 0.4; E: 34; F: -4; G: 8; H: -4; I: 0
CCn1cc(C(=O)NCCC(=O)NCCCO)c(=O)c2cc3c(cc21)OCO3
  A: 6; B: -1; C: 17; D: 0.1; E: -22; F: 10; G: 9; H: -6; I: 3
Cn1c(CNC(=O)c2ccc(F)cc2)nc2ccccc21
  A: -22; B: -2; C: 1; D: 3.8; E: 14; F: -2; G: 0; H: 0; I: -4
Cc1cccc(N2CCN(C(=O)C3(S(=O)(=O)c4ccc(Cl)cc4)CC3)CC2)c1C
  A: -2; B: -3; C: -5; D: 3.4; E: 19; F: 2; G: -28; H: 10; I: -2
O=S(=O)(c1ccc(F)cc1)N1CCN(Cc2cc3c(cc2Br)OCCO3)CC1
  A: 17; B: 1; C: 39; D: -0.4; E: 11; F: 1; G: 26; H: 2; I: 2
c1ccc2c(c1)CCCN2Cc1nnnn1C1CCCC1
  A: 14; B: -3; C: 25; D: 0.8; E: 8; F: 19; G: 25; H: -5; I: 1
Cc1ccc(C(=O)OCC(=O)Nc2sc3c(c2C#N)CCCC3)cc1NC(=O)c1ccco1
  A: 9; B: -3; C: 6; D: -1.2; E: 1; F: 8; G: 5; H: 9; I: -1

Gathered by group, the compounds so far containing four or more nitrogen atoms (eight)
Short keys – A = TIM10 inh; B = APJ ag; C = tim23-1 inh; D = UPR CHOP act; E = Mdm2 MdmX PPI; F = APJ antagonist; G = tim10-1 inh; H = CXCR6 block; I = XBP1 UPR activ
COc1ccc(CNc2nc(SCc3cc(=O)n4cc(Cl)ccc4n3)nc3ccccc23)cc1
  A: 27; B: 3; C: 17; D: 0.4; E: 8; F: -24; G: 34; H: 12; I: 0
O=C1C2CC=CCC2C(=O)N1c1ccc(OCC(O)Cn2nnc3ccccc32)cc1 (stereo not drawn)
  A: 12; B: 0; C: -2; D: 3.4; E: 13; F: 2; G: 9; H: -10; I: -2
CN(CC(=O)Nc1ccc(Cl)c(C(F)(F)F)c1)C(=O)Cc1n[nH]c(=O)c2ccccc12
  A: 6; B: 0; C: -6; D: 0.3; E: 20; F: 6; G: -1; H: -4; I: -3
Cc1c(C)n2c(SCC(=O)N3CCCCC3)nnc2[nH]c1=O
  A: 0; B: -2; C: 3; D: -0.8; E: 11; F: -14; G: 2; H: -7; I: -2
CCCNc1nc2c(c(=O)n(C)c(=O)n2C)n1Cc1ccc(F)cc1
  A: 4; B: 0; C: 18; D: 2.7; E: -6; F: 4; G: 23; H: -15; I: -3
C#CCOCCOCCOCCNc1nc(N2CCN(C(=O)[C@H](CO)n3cc([C@@H](N)C(C)C)nn3)CC2)nc(N2CCN(C(=O)[C@H](CCC(=O)O)n3cc([C@@H](N)[C@H](C)CC)nn3)CC2)n1
  A: 12; B: -1; C: -2; D: 2.4; E: 14; F: -5; G: 9; H: -2; I: 2
O=c1[nH]c(C2CCN(S(=O)(=O)c3cccc(C(F)(F)F)c3)CC2)nc2c1nnn2Cc1cccc(F)c1
  A: 1; B: 1; C: 19; D: 0.4; E: 34; F: -4; G: 8; H: -4; I: 0
c1ccc2c(c1)CCCN2Cc1nnnn1C1CCCC1
  A: 14; B: -3; C: 25; D: 0.8; E: 8; F: 19; G: 25; H: -5; I: 1

From PubChem BioAssay

Some of the compounds tested. The share of hits here may be higher or lower than overall.
